# Assay outcomes deposited in PubChem by Sanford-Burnham Center for Chemical Genomics.
# TIM10 inh = growth inhibitors of TIM10 yeast strain; S. cerevisiae TIM10 strain growth, BacTiter-Glo luminescence, 24 h; inhibition, % at 10 µM; 1.4% of 330,000 active; AID 463195;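 active means inhibition of 40% or more at the single tested concentration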;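 further: wild-type TIM10 isogenic control strain grown at permissive 25 °C; 0% = DMSO yeast wells and 100% = minimal medium wells without yeast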
# Jurkat NFkB inh = inhibitors of the PMA/ionomycin-induced NF-kB reporter in Jurkat cells; inhibition, % at 4 µM; 0.53% of 330,000 active; PMA/ionomycin-induced NF-kB luciferase reporter, luminescence; in the data active means inhibition above about 50%
# CHOP UPR activ = activators of apoptotic arm of unfolded protein response (CHOP). activation, % at 10 µM. CHO-CHOP luciferase reporter, UPR activation, luminescence; percent of tunicamycin response over DMSO baseline. 0.34% of 330,000 active. AID 449763;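 active means at 10 µM dose, activation of 40% or more, normalized to positive control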;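 further: 100% = tunicamycin at 10 µg/mL and 0% = DMSO alone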
#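 System: CHO-CHOP luciferase reporter cell line | Buffer or medium: F12 medium containing 10% fetal bovine serum | Doses: One dose, 10 µM in 0.5% DMSO | Times: 6 h compound exposure at 37 °C after overnight seeding | Signal: Luciferase luminescence | Read-out: % activation vs tunicamycin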
# tim23-1 inh = tim23-1 yeast growth inhibition; 1.3% of 330,000 active; AID 463212; S. cerevisiae tim23-1 growth, BacTiter-Glo luminescence, 24 h; inhibition, % at 20 µM;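 active means growth inhibition of the mutant yeast at or above 50%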;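 further: temperature-sensitive mutant grown at 25 °C; plate controls were DMSO-treated mutant yeast for no effect and medium wells lacking yeast for full effect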
# XBP1 UPR activ = adaptive UPR (XBP1) activation; CHO-XBP1 luciferase reporter, IRE1-XBP1 UPR activation, luminescence; percent of tunicamycin response, DMSO as zero; activation, % at 20 µM; 0.33% of 330,000 active; AID 463104;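 active means versus positive control, 20 µM dose yields 30% or more activation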;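 further: 100% = tunicamycin at 10 µg/mL and 0% = DMSO only wells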
#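 Material: CHO-XBP1 cells stably carrying IRE1-XBP1-driven luciferase reporter | Medium: F12 with 10% serum | Compound dosing: 20 µM single concentration, DMSO 1% | Incubation: Overnight seeding at 37 °C, 6 h compound treatment at 37 °C | Detection: Steady-Glo luminescence read | Read-out basis: % activation of reporter signal versus tunicamycin and DMSO controls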
# 697 NFkB inh = inhibitors of the PMA/ionomycin-induced NF-kB reporter in 697 B cells; 697 B-cell NF-kB luciferase reporter, 16 h; inhibition, % at 4 µM; 0.33% of 330,000 active; AID 435022; in the data active means inhibition above about 35%
# Mdm2-MdmX inh = human Mdm2/MdmX binding inhibition; SaOS-2 split-luciferase Mdm2/MdmX complementation, luminescence; inhibition, % at 8 µM; 3% of 330,000 active;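 active means inhibition of at least 50% at 8 µM in the primary screen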
# Target sequence (O15151 whole entry, looked up): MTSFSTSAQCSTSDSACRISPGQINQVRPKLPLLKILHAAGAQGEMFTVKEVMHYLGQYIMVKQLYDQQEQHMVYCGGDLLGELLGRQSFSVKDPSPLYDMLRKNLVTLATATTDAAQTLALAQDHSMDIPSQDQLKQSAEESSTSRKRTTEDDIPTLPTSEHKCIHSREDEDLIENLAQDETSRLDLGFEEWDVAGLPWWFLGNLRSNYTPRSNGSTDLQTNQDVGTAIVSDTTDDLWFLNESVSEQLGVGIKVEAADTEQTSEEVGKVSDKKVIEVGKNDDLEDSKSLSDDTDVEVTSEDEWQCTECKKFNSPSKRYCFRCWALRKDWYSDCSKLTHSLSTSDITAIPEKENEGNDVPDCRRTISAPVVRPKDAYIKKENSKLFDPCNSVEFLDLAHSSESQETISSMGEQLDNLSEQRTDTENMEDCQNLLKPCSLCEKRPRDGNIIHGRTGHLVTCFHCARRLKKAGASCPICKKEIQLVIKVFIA
# Target sequence (Q00987 whole entry, looked up): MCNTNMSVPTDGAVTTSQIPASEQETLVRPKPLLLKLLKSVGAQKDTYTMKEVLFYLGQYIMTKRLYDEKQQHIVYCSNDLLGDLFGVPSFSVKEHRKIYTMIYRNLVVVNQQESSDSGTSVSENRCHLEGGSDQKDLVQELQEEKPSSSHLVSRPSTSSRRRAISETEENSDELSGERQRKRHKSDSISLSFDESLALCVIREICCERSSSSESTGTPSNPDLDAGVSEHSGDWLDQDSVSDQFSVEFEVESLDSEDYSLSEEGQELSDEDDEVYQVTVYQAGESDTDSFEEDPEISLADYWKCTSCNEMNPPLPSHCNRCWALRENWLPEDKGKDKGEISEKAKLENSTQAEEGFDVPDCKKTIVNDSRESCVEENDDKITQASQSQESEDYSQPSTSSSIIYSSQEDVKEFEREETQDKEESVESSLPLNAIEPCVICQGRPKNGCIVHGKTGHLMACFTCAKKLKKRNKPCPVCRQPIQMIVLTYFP
# tim10-1 inh = tim10-1 yeast growth inhibition | S. cerevisiae tim10-1 ts strain growth, BacTiter-Glo, 24 h | inhibition, % at 20 µM | 2.2% of 330,000 active | AID 463190;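 active means inhibition of at least 40%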;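 further: mutant grown at 25 °C; 0% = DMSO wells with yeast and 100% = wells holding no yeast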
# * marks the source's active call; other numbers are inactive results.
No.	Compound	TIM10 inh	Jurkat NFkB inh	CHOP UPR activ	tim23-1 inh
1	COc1cc(CN2CCC(CO)(Cc3cccc(C(F)(F)F)c3)CC2)ccc1F	-28	12	0.4	1
2	S=C(NCCCN1CCOCC1)NC1CC1	8	10	1.2	0
3	CC(=O)N1CCN(C(=O)c2ccc3c(c2)OCO3)CC1	-8	-14	0.9	0
4	Cn1cc(CC(=O)NCCCN2CCOCC2)c2ccccc21	19	-14	-0.6	10
5	Cc1ccn2c(c1)nc(=O)c1cc(S(=O)(=O)N3CCC(C)CC3)ccc12	2	5	2.3	-11
6	O=C(Cn1cnc2ccccc2c1=O)NCC(=O)N1CCN(c2ccccn2)CC1	5	7	0.1	12
7	CCN1CCc2c(OCC(=O)Nc3cccc(C)c3C)cccc2C1=O	-7	-9	0.6	12
8	CCOC(=O)CSCc1cn2cc(Cl)ccc2n1	-11	-6	0.3	-9
9	C#CCOCCOCCOCCNc1nc(N2CCN(C(=O)Cn3cc(CCCN=C(N)N)nn3)CC2)nc(N2CCN(C(=O)[C@H]([C@@H](C)CC)n3cc(CCCCN)nn3)CC2)n1	9	-6	0.8	9
10	Cc1ccc(C)c(SCC(=O)c2ccc[nH]2)c1	1	4	1.5	7
11	CCCNC(=O)C1Cc2cc(S(=O)(=O)N3CCCC3)ccc2N1C(C)=O (stereo not drawn)	-4	4	-1.0	-11
12	CC(=O)N1CSCC1C(=O)O (stereo not drawn)	-1	-6	1.2	-2
13	Cc1[nH]nc2oc(=O)c(CCO)c(C)c12	4	11	-2.3	8
14	CCCCn1c(SCC(=O)NC2CCS(=O)(=O)C2)nc2cc(S(N)(=O)=O)ccc21 (stereo not drawn)	11	1	2.2	2
15	COC(=O)c1ccc(COc2ccc(C=O)cc2)o1	-3	-17	2.9	4

No.	XBP1 UPR activ	697 NFkB inh	Mdm2-MdmX inh	tim10-1 inh
1	0	-6	41	-35
2	1	16	14	0
3	-2	-32	5	-5
4	-2	-9	14	13
5	-3	-3	-11	-4
6	-2	1	3	16
7	-2	12	2	29
8	2	-23	-12	7
9	0	6	-9	11
10	3	3	1	-5
11	-4	6	0	8
12	-4	24	-1	0
13	1	10	-5	0
14	2	6	5	7
15	-4	6	11	-12

# Continued.
No.	Compound	TIM10 inh	Jurkat NFkB inh	CHOP UPR activ	tim23-1 inh
16	O=C(Nc1ccccc1)/C(=C/c1ccccc1)NC(=O)c1ccco1	8	4	1.1	3
17	CC(C)CC(=O)NC(=S)Nc1ccccc1N1CCCC1	37	4	0.5	35
18	COc1ccc(S(=O)(=O)CCc2nnc(NC(C)=O)s2)cc1	-3	8	1.5	0
19	Cc1cc(C)nc(Sc2c(C)n[nH]c2C)n1	0	-28	-0.7	4
20	CN1CCN(c2ccc(NC(=O)CSc3nnnn3-c3ccccc3Cl)cc2)CC1	3	-31	1.0	-22
21	Cc1ccccc1C(=O)NNC(=O)C1CCN(C(=O)Nc2ccccc2)CC1	1	0	1.3	-2
22	CC(=O)Nc1coc2ccc(Br)cc12	-3	-2	-1.5	14
23	Cc1ccc(CCNC(=O)C2CCN(S(=O)(=O)N3CCCC3)CC2)cc1	-1	-15	-0.2	15
24	COc1ccc(/C=C2\C(=O)ON=C2c2ccccc2)cc1	6	13	5.6	42
25	CSc1nnc(-c2ccccc2)c(-c2ccccc2)n1	5	-11	-1.2	17
26	COc1ccc(C2=NN3C(=O)c4c(ccc(OC)c4OC)C3C2)cc1 (stereo not drawn)	37	4	-1.6	41
27	COc1cc(=O)[nH]c(SCC(=O)Nc2ccc3ccccc3c2)n1	-4	-6	-1.3	-17
28	COc1ccc(/C=N\NC(=O)c2nn(C)cc2Cl)cc1CN1CCOCC1	-7	13	0.2	3
29	COCCNS(=O)(=O)c1ccc2c(c1)C(=O)c1cc(S(=O)(=O)NCCOC)ccc1-2	-2	7	-1.3	9
30	COc1ccc(NC(=O)c2ccc(-n3nc(C)c[n+]3[O-])cc2)cc1	-19	-32	-1.2	-8

No.	XBP1 UPR activ	697 NFkB inh	Mdm2-MdmX inh	tim10-1 inh
16	-3	7	-23	-1
17	0	-5	5	23
18	0	-12	26	11
19	0	-16	-7	26
20	-4	-29	6	-5
21	-1	19	11	-15
22	0	7	36	8
23	-6	9	-12	5
24	3	20	-4	31
25	-1	1	-2	25
26	-6	-1	2	13
27	-4	8	-4	-23
28	-2	16	10	3
29	-1	11	7	6
30	0	-10	-6	1

# (cont.)
No.	Compound	TIM10 inh	Jurkat NFkB inh	CHOP UPR activ	tim23-1 inh
31	CC(NC(=O)Nc1cccc([N+](=O)[O-])c1)c1ccc2c(c1)OCO2 (stereo not drawn)	14	-17	1.2	25
32	Cn1cccc1-c1nc2ccccc2n1C	4	-9	-0.1	12
33	COC(=O)c1ccc(C(=O)NC2CC(C)(C)Cc3c2cnn3-c2ccc(F)cc2)nc1 (stereo not drawn)	14	45	0.9	42
34	Cc1cccc(CN2CCN(Cc3ccc(-n4cccn4)cc3)CC2CCO)n1 (stereo not drawn)	-8	-3	1.8	-1
35	Cc1nc2ccc(NS(=O)(=O)c3ccc(F)cc3)cc2s1	60*	-16	-1.0	9
36	CCC(Oc1cc(Cl)ccc1Cl)C(=O)N1CCCN(C)CC1 (stereo not drawn)	3	0	1.6	6
37	O=C(NC(=S)Nc1ccccc1N1CCN(C(=O)c2ccccc2)CC1)c1ccccc1F	25	-11	3.0	33
38	Cc1cc(Cl)ccc1OCCCC(=O)NCCc1nnc2ccccn12	4	-1	0.0	13
39	Cn1c(=O)c(=O)n(C)c2cc(S(=O)(=O)N3CCOCC3)ccc21	1	15	2.1	3
40	Cn1c(O)c(C2=c3ccccc3=NC2=O)sc1=Nc1ccc(Cl)cc1	49*	-17	2.6	11
41	COc1cccc(C(=O)Nc2ccc3c(C)cc(=O)oc3c2)c1	10	-178	3.5	12
42	O=C(OC1CCc2ccccc2C1=O)c1ccccc1O (stereo not drawn)	25	7	7.4	47
43	CC(C)N1CCN(C2CSCCSC2)CC1CCO (stereo not drawn)	6	1	1.7	-4
44	C=CCN1C(=O)C(Cc2ccc(OC)cc2)SC1=Nc1ccc(C(=O)O)cc1 (stereo not drawn)	-6	3	-0.7	2
45	CCCCOc1ccc(NC(=O)Cn2c(=O)ccc3c(C)cc(C)nc32)cc1	16	15	0.7	5

No.	XBP1 UPR activ	697 NFkB inh	Mdm2-MdmX inh	tim10-1 inh
31	-4	-7	9	19
32	0	2	-5	7
33	2	-37	39	34
34	0	-24	-15	5
35	0	-17	28	3
36	-5	7	-5	-2
37	-6	8	28	29
38	-5	-18	14	-1
39	-1	13	15	6
40	12	-24	29	27
41	-8	-132	-176	15
42	2	-26	16	35
43	-3	11	-18	5
44	-2	13	3	-10
45	-1	20	6	14

# Full records, quoted from the list.
# Cc1cc(C)nc(Sc2c(C)n[nH]c2C)n1 reads TIM10 inh = 0; Jurkat NFkB inh = -28; CHOP UPR activ = -0.7; tim23-1 inh = 4; XBP1 UPR activ = 0; 697 NFkB inh = -16; Mdm2-MdmX inh = -7; tim10-1 inh = 26
# Cc1[nH]nc2oc(=O)c(CCO)c(C)c12 reads TIM10 inh = 4; Jurkat NFkB inh = 11; CHOP UPR activ = -2.3; tim23-1 inh = 8; XBP1 UPR activ = 1; 697 NFkB inh = 10; Mdm2-MdmX inh = -5; tim10-1 inh = 0

# Some of these compounds in order of the Mdm2-MdmX inh value, falling.
item	SMILES	Mdm2-MdmX inh
35	Cc1nc2ccc(NS(=O)(=O)c3ccc(F)cc3)cc2s1	28
42	O=C(OC1CCc2ccccc2C1=O)c1ccccc1O (stereo not drawn)	16
38	Cc1cc(Cl)ccc1OCCCC(=O)NCCc1nnc2ccccn12	14
44	C=CCN1C(=O)C(Cc2ccc(OC)cc2)SC1=Nc1ccc(C(=O)O)cc1 (stereo not drawn)	3

# Next section:
No.	Compound	TIM10 inh	Jurkat NFkB inh	CHOP UPR activ	tim23-1 inh
46	Cc1cc2cc(CNC(=O)c3ccc4c(c3)OCO4)ccc2n1C	4	12	0.9	-4
47	Cc1cc(C(=O)Nc2ccon2)ccc1[N+](=O)[O-]	5	-13	4.2	-1
48	COc1ccc(NC(=S)NC(=O)Cc2ccccc2)c(OC)c1	24	-9	2.6	29
49	CCOc1ccc(NS(=O)(=O)c2cc(C)c(C)cc2C)cc1	12	10	-1.3	31
50	O=S(=O)(NCc1ccccc1)c1cccc2cccnc12	11	10	1.1	13
51	O=C(NCc1ccc(-n2cccc2)cc1)c1cccc(F)c1	-9	13	3.7	12
52	COc1ccc(CNC(=O)c2ccc(S(=O)(=O)N3CCOCC3)cc2)cc1	4	14	1.7	-2
53	CCc1noc(C)c1C(=O)Nc1nc2c(C)cccc2s1	-6	-1	3.0	27
54	Cc1ccc(S(=O)(=O)/N=C2\CN(C)C(=O)N2C)cc1	-16	4	-0.1	-5
55	COc1cc(C(=O)OCC(=O)NC2CCCC2)cc(OC)c1OC	-5	-16	-1.4	-5
56	c1ccc(-c2nc(N3CCOCC3)sc2-c2ccccc2)cc1	28	-9	0.8	40
57	Cc1cc(C)nc(NNS(=O)(=O)c2ccc(F)c(Cl)c2)n1	5	12	-0.8	6
58	COc1cccc(C(=O)N(Cc2cccs2)C2CCS(=O)(=O)C2)c1 (stereo not drawn)	1	-15	-0.9	-2
59	COc1ccc(NC(=O)CC2C(=O)N(C)C(=S)N2CCc2ccccc2F)cc1 (stereo not drawn)	11	-20	-0.2	21
60	CCN1CCc2nc(NC(=O)C(c3ccccc3)c3ccccc3)sc2C1	3	0	-0.4	2
61	CCOC(=O)C1CCCN(C(=O)c2cc(S(=O)(=O)Nc3ccccc3OC)ccc2C)C1 (stereo not drawn)	11	-5	1.6	-5
62	CN(C)c1ccc(CN(Cc2ccco2)C(=O)c2ccco2)cc1	5	-6	0.5	20

No.	XBP1 UPR activ	697 NFkB inh	Mdm2-MdmX inh	tim10-1 inh
46	2	7	-16	3
47	0	-4	18	-18
48	-5	-4	8	0
49	0	9	-9	1
50	-3	12	2	15
51	-2	-2	3	17
52	-4	6	20	3
53	2	1	-3	6
54	0	-5	-9	6
55	-4	11	9	4
56	-1	-25	-6	11
57	-1	23	10	30
58	0	-37	29	-13
59	-3	3	-14	34
60	-6	0	3	2
61	-1	1	13	20
62	-3	4	22	29

# Arranged by molar mass (high to low): part of the list above
No.	Compound	TIM10 inh	Jurkat NFkB inh	CHOP UPR activ	tim23-1 inh
14	CCCCn1c(SCC(=O)NC2CCS(=O)(=O)C2)nc2cc(S(N)(=O)=O)ccc21 (stereo not drawn)	11	1	2.2	2
21	Cc1ccccc1C(=O)NNC(=O)C1CCN(C(=O)Nc2ccccc2)CC1	1	0	1.3	-2
51	O=C(NCc1ccc(-n2cccc2)cc1)c1cccc(F)c1	-9	13	3.7	12

No.	XBP1 UPR activ	697 NFkB inh	Mdm2-MdmX inh	tim10-1 inh
14	2	6	5	7
21	-1	19	11	-15
51	-2	-2	3	17

# Outcome played no part in choosing rows, and some 6.6% of all compounds hit somewhere here.
